# 12-LOX inh: ALOX12 (human) lipoxygenase inhibition; P18054; Potency, µM (titrated, usually from 108 µM), for inactives: at the top dose activity change, negative = inhibition, hits mostly inhibitors; AID 1671190; purified 12hLO, xylenol orange hydroperoxide absorbance; hit rate 1.1% among 580,000; also: potency is read from the fitted curve at half-maximal effect; % is scaled to controls: 0 for no effect and ±100 for the full control effect
#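 Hydroperoxide product was detected by ferrous iron/xylenol orange as the 573 to 405 nm absorbance ratio. Arachidonic acid at 40 uM (final) was turned over for 30 min at room temperature by 150 nM human 12hLO, pH 7.0 Hepes buffer, after 15 min compound preincubation.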
# ERG-DNA inh: inhibitors of human ERG Ets domain-DNA interaction; fluorescence polarization, His-ERG Ets domain / labelled DNA; Potency, µM (doses to about 76.9 µM), for inactives: at the highest dose FP activity, negative = inhibition, usual class: inhibitors; P11308; hit rate 0.028% among 370,000; active = well fitted inhibition curve with a large enough effect in the polarisation, with a control signal flat; inconclusive = small, poorly fitted or top-dose-only effect, or effect the other way, or a change in a side signal; inactive = no such curve, though single readings can be large or run the other way; the % refers to the polarisation;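 also: polarization taken with two DNA probes labelled with fluorescein and Texas red; potency is read from the fitted curve at half-maximal effect; % of control where 0% means no effect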
#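 His-tagged ERG Ets domain (1 uM in the protein solution; 300mM KCl, 50mM Tris-HCl, 1mM EDTA, 1mM DTT, pH 7.5) received compound, then a probe mix of 5 nM fluorescein-DNA and 100nM Texas-615-DNA. Fluorescence polarization was read for both dyes.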
# Anesthetic bind: binds horse apoferritin like a general anesthetic | apoferritin/1-aminoanthracene competitive binding, fluorescence | Potency, µM (titrated, usually from 77.5 µM), for the others: at the top dose activity change, negative = displacement, actives largely listed as inhibitors | hit rate 0.074% among 350,000 | AID 485281; also: potency is read from the fitted curve at half-maximal effect; % is scaled to controls: 0 for no effect and ±100 for the full control effect; nearly all actives have a fitted effect of over 20% in size
# Target sequence (P02791 2-175 limits assumed): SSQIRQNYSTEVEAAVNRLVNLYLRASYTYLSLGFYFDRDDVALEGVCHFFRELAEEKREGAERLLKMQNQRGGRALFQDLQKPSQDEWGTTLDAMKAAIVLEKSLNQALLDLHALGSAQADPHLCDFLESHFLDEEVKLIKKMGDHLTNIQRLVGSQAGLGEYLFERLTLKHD
#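 Probe: 1-aminoanthracene (50% saturated, PBS). Protein: horse-spleen apoferritin, 10 uM. Incubation: 10 min, room temperature. Detection: 380 nm excitation, 535 nm emission. Analysis: normalized response, four-parameter Hill.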
# POLK inh: blocks human DNA polymerase kappa activity; Q9UBT6; purified Pol kappa, fluorescent DNA synthesis assay, 10 min; Potency, µM (titrated, usually from 107 µM), inactives show at the highest dose activity, negative = inhibition, hits mostly inhibitors; hit rate 0.53% among 400,000; also: potency is read from the fitted curve at half-maximal effect; % is scaled to controls: 0 for no effect and ±100 for the full control effect
# Target sequence (Q9UBT6 whole entry, looked up): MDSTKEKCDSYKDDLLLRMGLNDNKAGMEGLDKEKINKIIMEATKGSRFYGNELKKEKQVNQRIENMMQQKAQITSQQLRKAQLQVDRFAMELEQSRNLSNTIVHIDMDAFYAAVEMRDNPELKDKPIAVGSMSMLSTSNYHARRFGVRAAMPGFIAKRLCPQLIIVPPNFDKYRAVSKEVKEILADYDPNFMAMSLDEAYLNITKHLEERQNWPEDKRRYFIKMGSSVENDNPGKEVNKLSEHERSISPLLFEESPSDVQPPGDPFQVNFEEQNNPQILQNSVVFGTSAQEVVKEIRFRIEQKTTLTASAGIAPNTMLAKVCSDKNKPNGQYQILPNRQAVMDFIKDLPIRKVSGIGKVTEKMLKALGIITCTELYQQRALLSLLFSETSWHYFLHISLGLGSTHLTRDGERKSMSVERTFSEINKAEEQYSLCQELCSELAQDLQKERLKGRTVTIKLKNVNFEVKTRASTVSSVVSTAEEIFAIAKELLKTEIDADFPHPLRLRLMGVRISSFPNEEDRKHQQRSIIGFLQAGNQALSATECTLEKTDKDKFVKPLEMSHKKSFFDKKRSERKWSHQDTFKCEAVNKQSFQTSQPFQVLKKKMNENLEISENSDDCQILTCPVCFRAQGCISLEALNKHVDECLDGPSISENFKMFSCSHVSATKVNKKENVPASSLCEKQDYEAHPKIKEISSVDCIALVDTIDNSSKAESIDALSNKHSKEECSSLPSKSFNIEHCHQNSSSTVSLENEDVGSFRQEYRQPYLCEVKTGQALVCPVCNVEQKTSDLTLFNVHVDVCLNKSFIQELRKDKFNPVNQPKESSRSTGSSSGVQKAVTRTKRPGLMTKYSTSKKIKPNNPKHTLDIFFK
#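 10 nM Pol kappa preincubated 15 min at room temperature with compounds, then reaction started with substrate at 50 nM final. Fluorescence read kinetically at 0 and 10 min; buffer-only wells served as negative control.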
# POLI inh: blocks human DNA polymerase iota activity; Q9UNA4; Pol iota fluorescent replication assay, 10 min; Potency, µM (top dose mostly 115 µM), for the others: top-dose activity, negative = inhibition, usual class: inhibitors; hit rate 1% among 390,000; AID 588590; also: potency is read from the fitted curve at half-maximal effect
#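 Fluorescent replication assay read twice, at 0 min and 10 min after adding 50 nM (final) substrate. Enzyme (10 nM) and compounds were first incubated 15 min at room temperature; enzyme-free buffer wells were negative controls.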
# APE1 inh: APE1 (human) endonuclease inhibition; P27695; recombinant APE1, TAMRA/BHQ-2 abasic DNA cleavage fluorescence; Potency, µM (doses to about 65.8 µM), without a hit: at the highest dose activity change, negative = inhibition, actives largely listed as inhibitors; hit rate 0.35% among 350,000; AID 2517;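 also: potency is read from the fitted curve at half-maximal effect; plate controls were vehicle for no effect and reference inhibitor for full effect; nearly all actives have a fitted effect of over 55% in size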
#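 Kinetic fluorescence read (525 ex/598 em nm, three reads 60 s apart) of AP-site incision; signal = third minus first read. Enzyme 0.75 nM, dual-labelled THF duplex 50 nM, compound preincubation 15 min RT.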
# BLM inh: inhibitors of human Bloom syndrome helicase BLM | Potency, µM (highest dose often 56.1 µM), inactives show at the top dose activity change, negative = inhibition, actives largely listed as inhibitors | AID 2528 | recombinant BLM DNA unwinding, fluorescence dequenching | P54132 | hit rate 0.2% among 350,000;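 also: potency is read from the fitted curve at half-maximal effect; plate controls were vehicle for no effect and no enzyme for full effect; nearly all actives have a fitted effect of over 35% in size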
# TRHR agonist: agonists of human TRH receptor; hit rate 0.18% among 360,000; activation, % at 2 µM; TRHR cells, calcium flux fluo-8, FDSS agonist mode; P34981; in the data active = activation above about 30%; also: 0% is about no effect
#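 TRHR-expressing cells, plated overnight in medium with 10% serum, were loaded with fluo-8 calcium dye at room temperature. After a 10 s baseline, library compound was pin-added and calcium release was recorded kinetically (ex 480/em 530) as agonist response.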
# POLB inh: inhibitors of human DNA polymerase beta | Potency, µM (series often up to 114 µM), inactives show top-dose activity change, negative = inhibition, usual class: inhibitors | P06746 | hit rate 1.3% among 340,000 | Pol beta primer extension/strand displacement, fluorescence kinetic | AID 485314; also: potency is read from the fitted curve at half-maximal effect; % is scaled to controls: 0 for no effect and ±100 for the full control effect
#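 Pol beta (10 nM) and compounds were preincubated 15 min at room temperature, then 50 nM substrate (final) started primer extension/strand displacement. Reads were taken at 0 and 10 min; concentration-response data were fitted to a four-parameter Hill equation.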
# An asterisk follows results filed as active; u = inconclusive; x = no result given; & = joins results of further samples; [ ] = remark or other dose. Unless noted, calls follow the shape of the dose curve; as a rule, active = well fitted curve in the direction sought with a large enough effect; inconclusive = small, poorly fitted or top-dose-only effect, or another doubt; inactive = no such curve, though single readings can be large; an effect the other way counts as inactive or inconclusive.
Structure,Anesthetic bind,BLM inh,POLI inh,TRHR agonist,12-LOX inh,APE1 inh,ERG-DNA inh,POLK inh,POLB inh
CC(=O)c1ccc(NC(=O)c2noc3c2CCC3)cc1,-2%,-28%,25µM*,0.1,-30%,u,5%,u,16µM*
CCCCn1c2ccc(F)cc2c2nnc(SCCN3CCCCC3)nc21,1%&0%,-11%&2%,32%&-20%[activator],-0.8&-1.8,u,-19%,-1%&-1%,5%&-10%,0%&-12%
Cc1ncc([N+](=O)[O-])n1S(=O)(=O)c1ccc2c(c1)OCCO2,x,x,33%[activator],x,-6%,x,14%,-8%,x
Cc1ccc(NC(=O)CSc2nnc3n2CCCCC3)cc1,1%,3%,13%,0.0,-14%,1%,-1%,-8%,6%
CC(=O)Nc1ccc(S(=O)(=O)Nc2nc3ccccc3nc2-n2ccc(=NC(=O)c3ccc(F)cc3)cc2)cc1,-18%,-5%,71%[activator],3.4,0%,u,2%,-12%,9%
S=C(Nc1ccccc1Cl)N1CCOCC1,-7%,-1%,7%,2.1,-13%,7%,7%,-4%,5%
CCN1CCN(C(CC(C)C)c2nnnn2CS(=O)(=O)c2ccc(C)cc2)CC1 (stereo not drawn),-7%,-5%,60%[activator],1.8,7.1µM*,3%,-2%,-10%,3%
Cc1cccc(C(=O)OCC(=O)NCC(C)C)c1O,-10%,3%,128%[activator],0.3,2%,-3%,-4%,-3%,19%
COc1ccc(N2CCN(C(=O)CNC(=O)c3cccc(Br)c3)CC2)cc1,4%,0%,21%,0.5,5%,-1%,-10%,-16%,40%
CCOC(=O)[C@@H]1[C@H]2COc3ccc(Br)cc3[C@@H]2N2C(=O)N(c3ccccc3)C(=O)[C@]12C,-10%,-10%,-8%,-0.1,-7%,-11%,21%,-2%,16%
Cc1ccsc1/C=N/NC(=O)C1CC(=O)N(c2ccc(F)cc2)C1 (stereo not drawn),6%,2%,16%,-0.6,0%,8%,0%,-20%,1%
Cc1cccc(NC(=O)/C(C#N)=C/c2ccc(F)cc2)n1,2%,-4%,u,0.1,-18%,45%,1%,0%,-17%
CC(C)(C)NC(=O)C(c1ccc(-c2ccccc2)cc1)N(C[C@H]1CC[C@@H]([C@@H]2CC[C@H](CO)O2)O1)C(=O)c1ccc(-c2ccccc2)cc1 (stereo partly drawn),x,x,25%,x,x,-10%,33%[activator],3%,x
CCOC(=O)c1nn(-c2ccc(Cl)cc2)c(C)cc1=O,-3%,0%,2%,0.7,36%[activator],-4%,7%,-4%,32%
CN(C)c1ccc(CC2C(=O)Nc3ccccc32)cc1 (stereo not drawn),-9%,-4%,25µM*,2.0,100%[activator],1%,2%,-12%,-5%
CCOc1cc(N2CCOCC2)c(OCC)cc1NC(=O)CN1C(=O)NC(C)(C2CC2)C1=O (stereo not drawn),-2%,1%,-5%,0.3,-1%,-16%,1%,-2%,u
Cc1cccc(OCCSc2nc3ccc(NC(=O)COc4ccccc4C)cc3s2)c1,-3%,4%,19%,-2.8,-21%,x,-10%,0%,36%
C[C@@H]1CN([C@@H](C)CO)C(=O)c2cccc(NS(=O)(=O)c3cccs3)c2O[C@H]1CN(C)Cc1ccc(C(F)(F)F)cc1,x,x,8%,x,1%,-1%,-12%,-8%,x
c1ccc(CCNc2nnnn2-c2ccccc2)cc1,-11%,-1%,0%,0.1,8%,-9%,-6%,-12%,u
Cc1noc(C)c1CSc1nnc2ccccn12,-4%,2%,8%,0.0,9%,-5%,7%,-16%,-24%
COc1ccccc1CN1CCC2(CC1)CCN(C(=O)c1c(C)noc1C)CC2,x,1%,x,x,0%[57.4 µM],2%,x,0%[60.1 µM],x
CCC12CN3CC(C)(CN(C1)C3c1c(C)[nH]c3ccccc13)C2=O (stereo not drawn),u,-1%,u,2.8,3%,x,5%,2%,-1%
CC(C)(C)c1ccc(C(=O)N2CCN(CCNC(=O)C(=O)Nc3ccc(F)cc3)CC2)cc1,-9%,-1%,4%,-0.7,21%,57%[activator],2%,-5%,-2%
CN1c2ccccc2-c2nc3ccccc3n2C1c1ccccn1 (stereo not drawn),109%[activator],-1%,-9%,-0.7,12%,-8%,-8%,6%,24%
CC(NC(=O)c1cccs1)C(=O)NC1=NCCS1 (stereo not drawn),4%,1%,15%,0.4,u,4%,x,-10%,-18%
CC(Oc1ccc2c3c(c(=O)oc2c1)CCCC3)C(=O)NC1CC(C)(C)NC(C)(C)C1 (stereo not drawn),-2%,2%,21%,0.6,-2%,-3%,4%,7%,12%
CCOc1cccc2cc(-c3csc(NC(=O)CCC(=O)N4CCC(C)CC4)n3)c(=O)oc12,-11%,-1%,68%,-0.7,-21%,1%,-5%,-12%,-10%
Cc1ccc(-c2csc(NC(=O)c3cccc(C)c3)c2C(=O)O)cc1,x,x,-10%[58.9 µM],x,u,x,3%,-6%,x
COCCNC(=O)CN(C(=O)CCC(=O)Nc1nccs1)c1ccccc1OC,-8%,-1%,17%,0.0,0%,0%,13%,1%,35%
CCc1cc2c(c(CC)n1)CCC(=O)N2Cc1ccc(-c2ccccc2-c2nn[nH]n2)cc1,x,0%,x,x,u,-7%,x,-12%[19.4 µM],x
Cc1c(Br)cccc1NC(=O)c1sccc1-n1cccc1,u,-5%,51%[activator],1.2,-14%,u,3%,-13%,2%
COC(=O)c1cc(CN2CCN(c3ccccc3)CC2)ccc1O,-6%,1%,6%,-0.2,-17%,0%,6%,-1%,8%
CCN(CC)CCN(C)Cc1nc(C(c2ccccc2)c2ccccc2)no1,-2%,5%,-16%,-0.2,56%[activator],8%,-3%,3%,8%
Cn1c(=O)[nH]c(=O)c2c1nc(N1CCCCCC1)n2CCCSc1nnnn1-c1ccccc1,3%,-1%,x,0.5,x,18%,x,x,10%
Cc1ccc(NC(=O)CSc2nc3c(oc4ccccc43)c(=O)n2Cc2ccco2)cc1F,-7%,-6%,3%,0.2,-28%,x,0%,5%,2%
Cc1ccccc1C(=O)Nc1sc2c(c1C(=O)N1CCC(C)CC1)CCCC2,-18%,-5%,44%[activator],-0.3,-13%,x,1%,15%,1%
NC(N)=N/N=C/c1ccccc1,-5%,4%,-19%,2.9,u,-4%,-1%,-6%,8%
Cc1ccc(C(=O)OCC(=O)Nc2ccccc2C(F)(F)F)cc1S(=O)(=O)N1CCOCC1,-9%,0%,2%,2.4,1%,1%,1%,-12%,43%
C/C(=N\NC(=O)COc1cc(C)cc(C)c1)c1ccc(N2CCOCC2)cc1,-5%,1%,39%[activator],-0.1,1%,-10%,-5%,-14%,5%
C#CCOc1ccccc1C(N)=O,5%,1%,142%[activator],1.2,90%[activator],1%,2%,4%,37%
CC1(C)Cc2cccc(OCC(=O)OCc3nnc(-c4ccccc4)o3)c2O1,x,x,-1%,0.6,-11%,10%,x,-5%,x
CC1=CC2C(C(C)C)CCC(C)(O)C2CC1 (stereo not drawn),-3%,2%,x,x,x,-3%,x,-11%[60.1 µM],x
O=C(c1ccc(NS(=O)(=O)c2ccc(F)cc2)cc1)N1CCN(c2ccccc2O)CC1,-23%,-3%,11%,-1.0,u,20%,4%,-3%,-29%
COc1ccccc1C(=O)Nc1ccc2nc3n(c(=O)c2c1)CCCC3,-7%,4%,0%,0.0,99%[activator],36%,-8%,20%,19%
CC(C)N1CC(C(=O)Nc2cc(Cl)cc(Cl)c2)CC1=O (stereo not drawn),-18%,2%,7%,1.3,17%,-10%,-8%,-1%,-2%
Cc1nnc(SCc2ccccc2Cl)n(N)c1=O,-5%,-1%,-1%,-0.3,-16%,14%,-7%,-3%,-1%
CCCC[C@@H]1CCCO[C@@](C(=O)NCC2CC2)(C(F)(F)F)C1,5%,3%,-14%,x,x,1%,x,-14%,x
CCC1(CC)NC(=O)N(CC(=O)OCC(=O)NC(=O)c2ccccc2OC)C1=O,x,x,-19%,-0.1,u,6%,16%,-4%,x
O=C(CN1C(=O)CSc2ncccc21)Nc1cccc(Cl)c1,-8%,-4%,-13%,0.1,17%,8%,-3%,-18%,2%
CCOc1ccc(CN(C(=O)c2cc(=O)c3cc(Cl)ccc3o2)C2CCS(=O)(=O)C2)cc1 (stereo not drawn),u,-2%,16%,-1.0,-6%&0%,x,1%,12%,8%
O=C(CN1CCCN(S(=O)(=O)c2ccc(F)cc2)CC1)Nc1cccc(F)c1,-8%,-3%,15%,-1.1,-23%,5%,-9%,2%,24%
Cc1ccc(OCC(=O)Nc2ccc3oc(=O)ccc3c2)cc1C,-18%,-15%,u,-1.0,-27%&-18%,8%,16%,-5%,12%
Nc1c(C(=O)Nc2ccc(Cl)cc2)oc2ccccc12,4%,-5%,-6%,-0.6,-24%,-7%,5%,-20%,-20%
CN(C)CCC1c2ccc(Cl)cc2CCc2cccnc21 (stereo not drawn) (tested in a mixture with another compound),4%,1%,3%,4.1,u,1%,9%,-1%,8%
c1csc(-c2ncc3ccccn23)c1,1%,-2%,2%,-1.4,-38%,-3%,-11%,-15%,u
O=C(O)CCCCCCCCc1cn(CC2CCCCC2)nn1,-6%,5%,30%&-1%[activator],0.0,u,-16%,0%,-11%&-12%,1%

# Screening results (PubChem BioAssay)

# This is a subset; count on the stated rates, not on these rows.
